Compound activity as filed in PubChem.
E-sel inducer: E-selectin induction in HUVECs, primary screen, imaging, HUVEC, immunofluorescence imaging, single point | activation, % at 7.58 µM | P16581 | 0.37% of 260,000 active | normalized: neutral wells 0, TNF-alpha wells 100;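 active = mean E-selectin-positive cell signal at least 10% of the positive control, reached in at least 60% of replicates, without over 20% cell loss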;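 also: in these data hits start at about 27%; measured in HUVEC primary endothelial cells; signal is the percent of cells scored E-selectin positive by PE staining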
Target sequence (P16581 whole entry, looked up): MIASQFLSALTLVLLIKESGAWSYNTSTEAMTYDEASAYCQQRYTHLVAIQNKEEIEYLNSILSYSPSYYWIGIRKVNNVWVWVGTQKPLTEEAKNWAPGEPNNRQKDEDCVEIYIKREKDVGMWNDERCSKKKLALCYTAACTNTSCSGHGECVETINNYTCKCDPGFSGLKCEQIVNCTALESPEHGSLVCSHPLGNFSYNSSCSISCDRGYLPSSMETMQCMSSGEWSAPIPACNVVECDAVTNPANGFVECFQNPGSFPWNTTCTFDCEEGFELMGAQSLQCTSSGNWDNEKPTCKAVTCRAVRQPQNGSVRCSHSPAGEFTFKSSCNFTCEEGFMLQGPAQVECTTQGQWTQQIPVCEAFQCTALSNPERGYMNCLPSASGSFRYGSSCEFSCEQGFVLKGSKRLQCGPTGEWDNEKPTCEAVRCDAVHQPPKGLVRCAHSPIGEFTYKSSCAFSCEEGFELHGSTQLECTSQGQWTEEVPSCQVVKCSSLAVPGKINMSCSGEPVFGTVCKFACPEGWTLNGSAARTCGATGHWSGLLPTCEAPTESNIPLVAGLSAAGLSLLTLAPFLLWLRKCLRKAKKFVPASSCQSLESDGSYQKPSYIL
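material = human umbilical vein endothelial cells (HUVEC), E-selectin induction | quantity = 3,000 cells/well | medium = EGM-2 growth medium on 0.1% gelatin-coated wells | technique = immunofluorescence imaging | read-out basis = % PE-positive cells | control set = TNF-alpha positive control, DMSO neutral control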
RAD54 inh: inhibitors of human RAD54 branch migration, primary screen, biochemical, fluorescence, single point; DNA repair and recombination protein RAD54-like (Homo sapiens), Q92698; RAD54 Holliday junction branch migration, FAM/BHQ fluorescence; inhibition, % at 10.4 µM; 0.14% of 360,000 active; AID 602329, 2012;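 active = mean normalized replicate activity at least 40 and at least half of replicates scoring 40 or more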;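 also: 0% = median of neutral control wells and 100% = median of positive control wells; inhibitors cause a drop in the FAM fluorescence signal; in these data hits start at about 50%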
PglD inh: C. jejuni PglD acetyltransferase inhibitors, primary screen, biochemical, DTNB colorimetric, single point. UDP-N-acetylbacillosamine N-acetyltransferase PglD (Campylobacter jejuni). purified PglD enzyme, DTNB colorimetric CoA detection. inhibition, % at 12.5 µM. 0.098% of 360,000 active; in the data active = inhibition above about 16%, passing the limit was not always enough; also: strong numbers were not always called active
ERp5 inh: inhibitors of ERp5-driven insulin aggregation, primary screen, biochemical, turbidity, absorbance 650 nm, single point; 0.05% of 350,000 active; inhibition, % at 9.99 µM; Protein disulfide-isomerase A6 (Homo sapiens), Q15084; 90 min;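 active = mean replicate inhibition above about 25%, with every replicate also reaching it, limit read from the data, passing the limit was not always enough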
RAD52 anneal inh: RAD52 DNA annealing inhibitors, primary screen, biochemical, FRET, single point, set 2; DNA repair protein RAD52 homolog (Homo sapiens), P43351; recombinant RAD52 DNA annealing, FRET fluorescence; inhibition, % at 18.7 µM; 0.46% of 360,000 active; AID 651710, 2012;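 active = every replicate showing at least 50% inhibition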
Target sequence (P43351 whole entry, looked up): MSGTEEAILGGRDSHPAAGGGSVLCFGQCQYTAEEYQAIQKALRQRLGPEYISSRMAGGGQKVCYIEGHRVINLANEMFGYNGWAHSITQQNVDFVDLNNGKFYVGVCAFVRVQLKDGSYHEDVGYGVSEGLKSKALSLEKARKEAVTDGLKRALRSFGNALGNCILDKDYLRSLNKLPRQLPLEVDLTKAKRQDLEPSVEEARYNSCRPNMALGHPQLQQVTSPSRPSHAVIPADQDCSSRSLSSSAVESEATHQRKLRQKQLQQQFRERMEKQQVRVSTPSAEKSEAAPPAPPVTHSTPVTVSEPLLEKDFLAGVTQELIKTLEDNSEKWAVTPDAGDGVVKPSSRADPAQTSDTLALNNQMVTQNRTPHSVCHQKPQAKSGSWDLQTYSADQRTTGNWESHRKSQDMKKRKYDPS
ARNT-TACC3 inh: disruptors of ARNT/TACC3 protein interaction, primary screen, biochemical, AlphaScreen, single concentration; Transforming acidic coiled-coil-containing protein 3 (Homo sapiens), Q9Y6A5; inhibition, % at 9.99 µM; AlphaScreen His-ARNT PAS-B/GST-TACC3 binding, luminescence; TACC3 fragment carries E629A point mutation; 0.66% of 390,000 active; AID 623870, 2012;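 active = mean inhibition of replicates at least 50% and at least half of replicates each reaching 50%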;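 also: 0% = complete ARNT plus TACC3 wells and 100% = ARNT alone without TACC3; many hits fall short of the cut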
Casp6 inh: human caspase-6 inhibitors, primary screen, biochemical, VEID-R110 fluorescence, single point, set 2; 0.53% of 350,000 active; inhibition, % at 12.5 µM; purified caspase-6, Z-VEID-R110 cleavage fluorescence; AID 686996, 2013;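 active = mean inhibition across replicates at least about 35%, with every replicate also reaching that limit, limit read from the data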;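 also: 0% = median of neutral control wells and 100% = no fluorescence left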
esBAF inh: Bmi1 luciferase reporter increase in mESCs, primary screen, esBAF inhibitor project, mouse ES cells, Bmi1 luciferase knock-in, single point. 24 h; 100% = twice the neutral-well signal. reporter increase, % at 12.5 µM. 2% of 350,000 active. AID 602393, 2012; in the data active = activation above about 40%;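 also: 0% = median of the plate's neutral control wells and 100% = double that signal; a rise in the Bmi1 reporter signal indicates esBAF inhibition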
* marks the source's active call; other numbers are inactive results; i = inactive; . = no result given; & = joins results of further samples.

SMILES	E-sel inducer	RAD54 inh	PglD inh	ERp5 inh	RAD52 anneal inh	ARNT-TACC3 inh	Casp6 inh	esBAF inh
O=C(Cc1c(F)cccc1Cl)Nc1ccc(S(=O)(=O)N2CCOCC2)cc1	-0.8	7.3	4.7	1.0	-5.0	-2.8	1.3	.
N/C(=N\OC(=O)c1cccc2ccccc12)c1cccnc1	2.5	.	.	-0.5	-24.2	-0.3	-0.7	43.5*
CCOC(=O)N1CCN(C(=O)c2ccc([N+](=O)[O-])cc2Cl)CC1	.	3.3	6.8	2.2	-11.7	-0.5	0.4	0.2
CCOC(=O)[C@]12CCCC=C1N(Cc1ccccc1)C(=O)[C@H](CC(=O)NCCCCc1ccccc1)C2	0.1	.	.	-3.3	-9.9	.	2.6	.
C[C@H]1CCCCO[C@H](CN(C)C(=O)c2ccccc2)[C@@H](C)CN([C@@H](C)CO)C(=O)c2cc(NC(=O)c3ccccc3)ccc2O1	.	5.0	0.4	2.1	16.8	-0.6	1.1	.
CN1OC[C@@H]2CN(C(=O)C(C)(C)C)[C@H](c3cccc(N4CCOCC4)c3)C[C@@H]21	-0.1	-1.5	1.1	4.1	-13.8	-2.6	1.0	-10.2
COCC#Cc1cnc2c(c1)C(=O)N([C@H](C)CO)C[C@@H](C)[C@H](CN(C)Cc1ccc3c(c1)OCO3)O2	0.7	2.8	0.7	-1.8	8.9	7.0	-2.3	-4.7
CCCCN(C)CCCNC(=O)c1cc(-c2cccs2)nc2ccccc12	0.3	6.8	2.2	1.9	-2.5	1.5	-1.9	-16.9
O=C(Nc1ccc(N2CCOCC2)cc1Cl)C1CCN(C(=O)OCc2ccccc2)CC1	0.0	5.4	3.6	-3.0	-5.7	-18.6	5.0	7.0
O=C(NCCc1c[nH]c2ccccc12)C1CCN(S(=O)(=O)c2ccccc2F)CC1	.	.	.	3.6	-16.9	5.3	-3.8	-0.3
Cc1sc(NC(=O)c2ccc(OCC(C)C)cc2)c(C(N)=O)c1-c1ccc(Cl)cc1Cl	.	-9.5	-0.2	.	.	-6.4	.	0.5
O=C(O)CCC(NC(=O)C1CCCN1C(=O)OCc1ccccc1)C(=O)O (centres undefined)	.	.	.	0.3	-11.6	-3.4	-2.0	.
COc1ccc(NS(=O)(=O)c2ccc(NC(=S)NC(=O)CC(C)C)cc2)cc1	.	7.7	-1.3	.	.	7.0	.	4.6
CO[C@@H]1CN(C)C(=O)c2cc(NC(=O)Nc3cc(F)ccc3F)ccc2OC[C@H](C)NC[C@@H]1C	0.1&0.1	-4.6	2.7	-0.2&-6.2	-6.7&-4.9	1.4	-4.4&2.8	-1.2
CCCCOC(=O)CN1C(=O)c2ccc(C(=O)OCCCC)cc2C1=O	.	-5.0	2.9	.	.	-8.5	.	2.0
CCOc1ccc(C(=O)NCC(=O)OCc2c(C)noc2C)cc1	.	2.4	-3.8	-8.2	-23.7	-3.3	0.3	.
COc1ccc(S(=O)(=O)Nc2ccc3c(c2)C(=O)N([C@@H](C)CO)C[C@@H](C)[C@H](CN(C)S(=O)(=O)c2ccc(OC)cc2)O3)cc1	1.7	4.9	-1.6	12.7	-12.7	12.3	2.7	-0.6
Cc1ccc(-c2nc(-c3nccc4ccccc34)oc2-c2ccccc2)cc1	0.7	.	.	2.9	-26.2	.	-7.8	.
OC(c1ccccc1)(c1nc(-c2ccc3ccccc3c2)cs1)C(F)(F)F (centres undefined)	0.0	9.1	4.4	-1.6	-9.1	.	-3.7	9.7
Cc1ccc(S(=O)(=O)N2CCOCC2)cc1C(=O)NCC1CCCCC1	-0.3	2.9	0.7	4.8	-11.3	5.2	-0.4	6.3
CCOc1ccc(NS(=O)(=O)c2ccc3c(c2)N(C(C)=O)CCS3)cc1	.	-3.3	11.7	3.0	-14.8	-1.0	3.8	12.4
C=CC[C@H](CC(=O)N(CCO)Cc1ccccc1)C(=O)N[C@@H](COC(=O)[C@@H](CC=C)CC(=O)OC(C)(C)C)Cc1c[nH]c2ccccc12	0.5	-15.1	2.3	-2.7	-7.8	3.3	-2.2	2.5
CCN1C(=O)[C@@H]2[C@@H](c3ccc(-c4cccc(Cl)c4)c(OC)c3)N3CCCC[C@@]3(C(=O)OC)[C@@H]2C1=O	0.1	0.4	2.8	1.7	-14.8	-2.1	-14.2	0.7
CCc1ccc(C2c3[nH]c4ccccc4c3CCN2C(=O)c2cc[n+]([O-])cc2)cc1 (centres undefined)	0.2	9.6	0.0	-5.2	-12.2	0.8	3.1	-2.4
COC(=O)[C@@H](NC(=O)NCCC1=CCCCC1)C(C)C	3.4	-3.0	0.6	1.1	-8.0	-2.5	3.9	4.0

A second format for two compounds above:
Molecule,E-sel inducer,RAD54 inh,PglD inh,ERp5 inh,RAD52 anneal inh,ARNT-TACC3 inh,Casp6 inh,esBAF inh
CO[C@@H]1CN(C)C(=O)c2cc(NC(=O)Nc3cc(F)ccc3F)ccc2OC[C@H](C)NC[C@@H]1C,0.1&0.1,-4.6,2.7,-0.2&-6.2,-6.7&-4.9,1.4,-4.4&2.8,-1.2
CCCCOC(=O)CN1C(=O)c2ccc(C(=O)OCCCC)cc2C1=O,.,-5.0,2.9,.,.,-8.5,.,2.0

(list continues)
SMILES	E-sel inducer	RAD54 inh	PglD inh	ERp5 inh	RAD52 anneal inh	ARNT-TACC3 inh	Casp6 inh	esBAF inh
CCOC(=O)C(=O)Nc1nnc(C2CCCCC2)s1	.	2.9	-2.6	.	.	13.5	.	1.6
COc1cccc(C(=O)N2CCC[C@H]2C(=O)N2CCC[C@H]2C(=O)NCc2ccccn2)c1	5.4	.	.	0.1	-6.2	.	-3.4	.
COc1ccc(C(=O)CSc2nnc(-c3cnccn3)n2Cc2ccco2)cc1	.	-19.1	5.1	.	.	1.3	.	-0.3
O=C(COc1ccc(Cl)cc1)Nc1ccc2c(c1)nc1n2CCOC1	.	1.8	1.4	.	-0.2	2.1	6.5	15.5
O=C(/C=C/c1ccc(Br)o1)NCc1ccccc1	.	.	.	5.1	-25.9	8.7	7.9	-5.4
CCCc1cc(-n2ccnc2)n2c(nc3ccccc32)c1C#N	.	-4.1	-1.0	.	.	-9.1	.	1.8
N#CC1=C(N)SC(N)=C(C#N)C1C1C=CCCC1 (centres undefined)	.	-16.7	-3.2	.	.	-0.8	.	-5.3
Cc1ccc(NC(=O)CCNS(=O)(=O)c2ccc(OC(F)(F)F)cc2)c(O)c1	0.7	7.3	-1.8	-8.4	-3.4	7.3	0.3	7.2
O=C(OC(C(=O)NCc1cccs1)c1ccccc1Cl)c1ccco1 (centres undefined)	.	9.6	2.7	-4.6	-105.1	-21.9	-0.9	-6.0
Cc1ccc(COC(=O)CCCN=C2NS(=O)(=O)c3ccccc32)cc1	-1.2	.	.	0.6	-4.8	-0.9	-5.9	3.4
COc1ccc(NC(=O)C[C@H]2C(=O)N(Cc3ccccc3)C[C@@H]2Cc2ccccc2)cc1	-0.1	4.1	-1.2	3.1	-7.6	.	2.6	-0.4
CCCn1c(C(=O)OC)cc2c1ccn2-c1ccc(F)cc1	.	-10.3	-4.9	.	.	-1.4	.	-5.9
COc1ccc(N2CCN(S(=O)(=O)c3cccc4nsnc34)CC2)cc1	.	4.2	2.4	.	.	4.8	.	0.6
Cc1nn(C)cc1NC(=O)C[C@@H]1CC[C@@H]2[C@@H](COc3ccc(NC(=O)C(C)C)cc3C(=O)N2C)O1	-0.2	-17.4	1.3	.	.	-24.1	.	-3.0
CN1C(=O)c2cc(NC(=O)C3CCCC3)ccc2OC[C@@H]2O[C@@H](CC(=O)NCCc3ccncc3)CC[C@@H]21	0.0	.	.	-3.7	1.0	.	-0.5	.
C=CCn1c(C)c(/C=C/c2cc[n+](C)cc2)c2ccccc21	.	i	-15.0	3.9	i	-1.1	-24.3	-7.8
COc1cccc(N2CCN(C3CC(=O)N(c4ccc(C)c(Cl)c4)C3=O)CC2)c1 (centres undefined)	.	.	.	3.7	0.6	1.4	-1.4	.
Cc1ccc(O)c(Nc2c3ccccc3nc3ccccc23)c1	1.9	9.1	6.5	-0.5	2.5	17.2	0.4	0.2
CC(NC(=O)CC(c1ccccc1)c1cc(Cl)ccc1O)c1ccccc1 (centres undefined)	.	.	.	-2.5	-7.9	-4.3	-0.3	.
Cc1ccc(N(C(=O)Cn2nnc3ccccc32)C(C(=O)NCc2ccccc2)c2ccccn2)cc1 (centres undefined)	0.0	1.6	3.1	.	.	8.1	.	-17.7
CN1c2ccccc2C(=O)/C(=C\Nc2ccc(F)cc2F)S1(=O)=O	-0.2	0.1	1.3	0.7	-3.1	-7.3	0.6	-6.7
COc1ccc2c3c(n(C)c2c1)[C@@H](CO)N(C(=O)NC(C)C)CC31CCN(CC2CCOCC2)CC1	-0.1	.	.	1.9	11.9	.	-1.4	.
COc1ccc(S(=O)(=O)Nc2ccc3c(c2)[C@@H]2C[C@@H](CC(=O)N(C)C)O[C@H](CO)[C@@H]2O3)cc1	0.0	-5.2	3.0	0.3	-14.3	0.7	1.4	11.9
O=C(Cc1cccs1)N/N=C/C=C/c1ccccc1	.	3.6	3.0	-0.5	-1.4	-5.0	-0.4	.
C[C@H](CO)N1C[C@H](C)[C@@H](CN(C)C(=O)Oc2ccccc2)OCc2ccccc2-c2ccccc2C1=O	-0.1	-6.1	0.5	-3.8	16.1	3.1	-0.7	-2.0

Results in Casp6 inh, for 2 of the compounds above:
structure	Casp6 inh
COc1ccc(S(=O)(=O)Nc2ccc3c(c2)[C@@H]2C[C@@H](CC(=O)N(C)C)O[C@H](CO)[C@@H]2O3)cc1	1.4
CN1c2ccccc2C(=O)/C(=C\Nc2ccc(F)cc2F)S1(=O)=O	0.6

Carrying on:
SMILES	E-sel inducer	RAD54 inh	PglD inh	ERp5 inh	RAD52 anneal inh	ARNT-TACC3 inh	Casp6 inh	esBAF inh
COc1cc(/C=C/c2ccc3cccc(OC)c3n2)c(O)c([N+](=O)[O-])c1	.	.	.	4.1	2.3	-10.6	0.5	.
Cc1ccc(S(=O)(=O)N(C)c2ccccc2C(=O)Nc2ccc(F)cc2F)cc1	.	-5.7	2.9	0.6	-6.4	-3.3	4.6	-6.2
O=C1N(c2ccc(Cl)c(Cl)c2)CN(Cc2ccccc2)CN1n1cnnc1	.	6.3	-3.1	1.0	-6.1	-1.6	0.2	-5.0
C[C@H]1CN([C@@H](C)CO)C(=O)Cc2cc(NC(=O)Nc3ccc(F)cc3)ccc2O[C@@H]1CN(C)C(=O)Nc1ccc(C(F)(F)F)cc1	-5.9	10.4	3.7	.	.	-12.0	.	-1.0
COCC(=O)N1CC[C@H]2[C@@H]1c1cc(-c3cccc(OC)c3)ccc1N(C)[C@H]2CO	-0.3	19.2	0.0	-1.3	-5.5	-8.4	-3.1	-0.4
O=C(C[C@H]1C[C@@H]2c3cc(NS(=O)(=O)c4ccc(F)cc4)ccc3O[C@@H]2[C@@H](CO)O1)NCc1ccc(Cl)cc1	0.5	-2.8	2.5	-10.0	3.2	9.8	-0.2	9.1
O=C1CCN(Cc2ccc(O)cc2)CCN1[C@H](CO)Cc1ccccc1	-0.1	1.3	-2.1	1.6	-1.2	-4.4	0.3	2.4
Cc1ccc(C2CC(=O)Nc3sc(C(N)=O)c(N)c32)cc1 (centres undefined)	.	-10.6	-6.0	.	.	-3.6	.	-1.4
Brc1cnc(N2CCCC2)nc1N1CCOCC1	.	-11.3	-2.5	.	.	1.8	.	-9.8
CC1(C)OC(=O)C(=CNCCc2ccc(O)cc2)C(=O)O1	.	-0.3	-4.2	10.2	-3.9	-5.7	-1.4	12.3
